Compound activity as filed in PubChem.
sgs1 mgt1: NCI yeast anticancer drug screen, S. cerevisiae sgs1 mgt1 strain | 78,000 compounds, 10% hits | growth inhibition, % at 50 µM;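 further: 0% = growth of vehicle-only cultures of the same strain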
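Test agents were incubated with a DNA-repair-mutant yeast strain. Growth was then read and compared against vehicle-treated controls.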
yeast bub3: NCI yeast anticancer drug screen, S. cerevisiae bub3 mutant strain; growth inhibition, % at 50 µM; 78,000 compounds, 9.9% hits;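 further: 0% = growth of vehicle-only cultures of the same strain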
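Mutant yeast screening strain plus compound; vehicle-treated cultures serve as the 0% inhibition reference.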
yeast rad50: NCI yeast anticancer drug screen, S. cerevisiae rad50 strain | growth inhibition, % at 50 µM | 79,000 compounds, 10% hits | AID 155;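 further: 0% = growth of vehicle-only cultures of the same strain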
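Cells are treated with compound, grown, and their growth is then scored against vehicle-only cultures of the same repair-deficient yeast strain.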
mec2-1: NCI yeast anticancer drug screen, S. cerevisiae mec2-1 strain. growth inhibition, % at 50 µM. 79,000 compounds, 9% hits. AID 157;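 further: 0% = growth of vehicle-only cultures of the same strain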
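Cells of the genetically defined mec2-1 yeast strain are incubated with test compound. Inhibition of growth is calculated against vehicle-treated controls.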
yeast cln2 rad14: NCI yeast anticancer drug screen, S. cerevisiae cln2 rad14 strain; growth inhibition, % at 50 µM; 78,000 compounds, 8.3% hits; AID 165;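 further: 0% = growth of vehicle-only cultures of the same strain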
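The screen exposed genetically defined yeast (cln2 rad14) to test compounds and scored growth inhibition relative to vehicle-treated controls.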
mlh1 rad18: NCI yeast anticancer drug screen, S. cerevisiae mlh1 rad18 strain; growth inhibition, % at 50 µM; 79,000 compounds, 11% hits; AID 175;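 further: 0% = growth of vehicle-only cultures of the same strain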
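Vehicle-treated cultures served as the reference for growth inhibition in a yeast strain carrying DNA damage repair alterations exposed to each compound.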
The depositor's hits bear a star; ! = a repeat was not active. No stated cut-off is given here; in the data, active means growth inhibition above about 70%; inactive means the rest. Hits appear at their usual frequency (roughly 14% active in at least one column).

compound	mlh1 rad18	yeast cln2 rad14	yeast bub3	sgs1 mgt1	mec2-1	yeast rad50
C/C=C/C=C/c1cc2cc3c(c(O)c2c(=O)[nH]1)C1(CC3)C(O)=c2c(=O)c3c(=O)cc(OC)c(=O)c=3c(=O)c2=C1O (stereo not given)	79*	82*!	80*	75*	74*	81*
Cc1c[n+]([O-])cc(C)c1N=Nc1ccc(N(C)C)cc1	18	11	12	-8	-8	3
CCCCCCCC/C=C\CCCCCCCC(=O)NCCN1CCCCC1	99*	98*	99*	100*	100*	99*
CC(C)OCCCNC(=O)NS(=O)(=O)c1ccc(N)cc1	25	19	0	15	-12	-6
CC(=O)Nc1ccc(/C=C/C(=O)c2sc(-n3nc(-c4ccccc4)cc3-c3ccccc3)nc2C)cc1	-2	-7	17	-49	3	-24
Cc1cc2nc(C(C)O)[nH]c2cc1C (stereo not given)	0	10	0	7	-9	10
O=C1CCCCCC1C1(O)C(=O)Nc2ccc(Br)cc21 (stereo not given)	9	7	0	8	8	13
C=CCN(CC=C)C(=O)Nc1cc(OC)ccc1OC	11	3	27	28	-4	3
c1ccc2c(c1)CC1C3c4ccccc4C(c4ccccc43)C1C2 (stereo not given)	-25	8	-16	-9	3	-12
CC(=O)Oc1ccc(/C=C/c2ccncc2)cc1	48	50	85*	60	44	68
CC1=C/C(=N\NC(=O)c2ccc[n+](C)c2)CC(C)(C)C1	12	18	-5	6	2	19
O=C(O)C1CCCCC1.[Ag]	90*	91*	91*	93*	92*	90*
O=C(O)Cc1ccccc1CCc1ccccc1Cl	81*	87*	77*	83*	82*	85*
COC(C)CCOC(=O)c1ccc(C(C)C)cc1 (stereo not given)	2	-22	9	10	8	6
O=[N+]([O-])c1ccc(Sc2c3ccccc3nc3ccccc23)cn1	-18	8	-15	-12	27	21
Cc1noc(C)c1C=O	-2	9	13	4	13	26
CN1NC(c2ccccc2)=C(C#N)C(=O)CC1c1ccc(Cl)cc1 (stereo not given)	2	27	-13	-3	41	44
Clc1ccc(OCC(COc2ccc(Cl)cc2)(COc2ccc(Cl)cc2)COc2ccc(Cl)cc2)cc1	1	6	-4	-5	3	-1
O=C(O)C1CC1(c1ccccc1)c1ccccc1 (stereo not given)	16	-25	-12	-1	5	19
C/C(CC(C)C)=N/NC(N)=S	30	-23	33	1	1	15
COC(=O)Cn1/c(=N\N=C(/C)c2ccc(C)cc2)sc2ccccc21	41	15	36	40	27	35
CCCCCCCCC(=O)Nc1cccc(O)c1	-14	-49	-26	-8	-12	-7
CC(C)(C)OC(=O)c1cc([N+](=O)[O-])cc([N+](=O)[O-])c1	-13	-36	-9	1	-8	-1
O=C(O)c1cccc(C2=CCCC2)c1	16	10	-26	14	6	15
O=C(Cc1ccccc1)NN1C(=O)C(Cl)C1c1cc(Br)cc(Br)c1O (stereo not given)	97*	95*	97*	98*	97*	97*
COC(=O)CC1C2CC3C(C2=O)C13 (stereo not given)	-39	19	5	2	4	2

Arranged by heavy-atom count (highest first): some entries from above
compound	mlh1 rad18	yeast cln2 rad14	yeast bub3	sgs1 mgt1	mec2-1	yeast rad50
C/C=C/C=C/c1cc2cc3c(c(O)c2c(=O)[nH]1)C1(CC3)C(O)=c2c(=O)c3c(=O)cc(OC)c(=O)c=3c(=O)c2=C1O (stereo not given)	79*	82*!	80*	75*	74*	81*
Clc1ccc(OCC(COc2ccc(Cl)cc2)(COc2ccc(Cl)cc2)COc2ccc(Cl)cc2)cc1	1	6	-4	-5	3	-1
CCCCCCCC/C=C\CCCCCCCC(=O)NCCN1CCCCC1	99*	98*	99*	100*	100*	99*
O=C(Cc1ccccc1)NN1C(=O)C(Cl)C1c1cc(Br)cc(Br)c1O (stereo not given)	97*	95*	97*	98*	97*	97*
c1ccc2c(c1)CC1C3c4ccccc4C(c4ccccc43)C1C2 (stereo not given)	-25	8	-16	-9	3	-12
CC1=C/C(=N\NC(=O)c2ccc[n+](C)c2)CC(C)(C)C1	12	18	-5	6	2	19
CC(C)(C)OC(=O)c1cc([N+](=O)[O-])cc([N+](=O)[O-])c1	-13	-36	-9	1	-8	-1
COC(C)CCOC(=O)c1ccc(C(C)C)cc1 (stereo not given)	2	-22	9	10	8	6
O=C(O)c1cccc(C2=CCCC2)c1	16	10	-26	14	6	15
COC(=O)CC1C2CC3C(C2=O)C13 (stereo not given)	-39	19	5	2	4	2
C/C(CC(C)C)=N/NC(N)=S	30	-23	33	1	1	15
O=C(O)C1CCCCC1.[Ag]	90*	91*	91*	93*	92*	90*
Cc1noc(C)c1C=O	-2	9	13	4	13	26
